SMARCA2 act – activators of SMARCA2 function | MG213 cells, MMTV-luciferase reporter, dexamethasone, overnight | 1% of 370,000 active | activation, % at 9.1 µM | AID 652017; in the data active means activation above about 7.8%;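 further: 0% = vehicle wells and 100% = reference activator wells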
HGIII-sPLA2 inh – Inhibits HGIII-sPLA2 liposome hydrolysis, primary screen. QFRET BODIPY PC-A2 liposome hydrolysis, fluorescence. inhibition, % at 12.2 µM. 0.56% of 370,000 active;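 active means inhibition above mean plus 3 SD of compounds lying within the high and low control bounds, cut at about 19% in these data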;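 further: 0% = median of test compound wells and 100% = no enzyme DMSO wells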
Target sequence (Q9NZ20 whole entry, looked up): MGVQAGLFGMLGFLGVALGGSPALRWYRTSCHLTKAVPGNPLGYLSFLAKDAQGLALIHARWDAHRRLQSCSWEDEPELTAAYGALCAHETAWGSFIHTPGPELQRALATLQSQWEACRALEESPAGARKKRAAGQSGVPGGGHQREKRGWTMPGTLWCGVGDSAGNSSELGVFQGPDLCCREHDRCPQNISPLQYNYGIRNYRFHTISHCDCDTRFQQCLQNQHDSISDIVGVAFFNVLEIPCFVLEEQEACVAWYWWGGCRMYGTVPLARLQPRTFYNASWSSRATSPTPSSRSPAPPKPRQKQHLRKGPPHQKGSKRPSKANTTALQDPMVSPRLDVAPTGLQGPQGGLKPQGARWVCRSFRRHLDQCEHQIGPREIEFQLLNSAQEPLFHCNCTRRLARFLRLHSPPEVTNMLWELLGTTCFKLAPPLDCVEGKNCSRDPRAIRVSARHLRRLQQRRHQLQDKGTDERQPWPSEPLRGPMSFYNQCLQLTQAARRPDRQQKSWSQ
ssDAF-12 act – S. stercoralis DAF-12 activation, primary screen. activation, % at 6.8 µM. AID 652126. 1% of 370,000 active. HEK293 ssDAF-12/GRIP1 lit1-tk-luc reporter, luminescence; % of 3 µM dafachronic acid response;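 active means activation above the mean over all tested compounds plus 3 SD, cut at about 0.9% in these data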;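 further: 0% = DMSO-only wells and 100% = 3 µM delta7-dafachronic acid wells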
DAX1 inh-1 – inhibits human nuclear receptor DAX1; 0.99% of 340,000 active; inhibition, % at 6.75 µM; AID 504766; HEK293 Gal4-DAX1 luciferase reporter, luminescence;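 active means inhibition above the mean over all tested compounds plus 3 SD, cut at about 4.2% in these data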;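 further: 0% = DAX1-transfected cells with DMSO and 100% = empty-vector control cells with DMSO; inhibition shows as a rise in luminescence from relieved DAX1 repression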
Target sequence (P51843 207-470 limits assumed): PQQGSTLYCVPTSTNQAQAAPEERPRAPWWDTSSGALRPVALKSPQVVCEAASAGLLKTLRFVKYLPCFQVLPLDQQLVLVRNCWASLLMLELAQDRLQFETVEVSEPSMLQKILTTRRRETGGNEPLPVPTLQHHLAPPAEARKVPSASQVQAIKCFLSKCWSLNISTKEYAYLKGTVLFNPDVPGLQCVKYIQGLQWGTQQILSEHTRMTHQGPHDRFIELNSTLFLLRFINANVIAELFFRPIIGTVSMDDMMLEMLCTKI
DAX1 inh-2 – DAX1 (NR0B1) inhibition, primary screen; HEK293T StAR-luciferase reporter, SF-1/DAX-1 repression relief; inhibition, % at 6.8 µM; 1.1% of 370,000 active; AID 652010;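 active means inhibition above the mean over all tested compounds plus 3 SD, cut at about 3.6% in these data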;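 further: 0% = DAX-1 cells with DMSO and 100% = cells lacking DAX-1 with DMSO; higher inhibition means more luminescence from relief of DAX-1 repression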
GAA850 FXN act – activators of GAA850 frataxin (FXN) promoter. HEK293 lucGAA850 FXN promoter luciferase reporter, 24 h; percent of 10 µM SAHA response. activation, % at 6 µM. 0.56% of 360,000 active. AID 540364;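 active means activation above the average of all compounds screened plus 3 SD, cutoff fixed separately per campaign, cut at about 7.5% in these data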;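 further: 0% = DMSO wells and 100% = 10 µM SAHA wells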
NR1D1 modulator – Rev-erb alpha (human) modulation; 0.79% of 370,000 active; AID 1259318; Rev-erbα–FITC-DNA binding, fluorescence polarization, 90 min; P20393; activity, % at 10 µM;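 active means activity above about 14%, limit read from the data; passing the limit was not always enough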;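 further: 0% = DMSO wells with 35 nM protein and 100% = DMSO wells with 750 nM protein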
PG9 binder – PG9 antibody binding by small molecule. inhibition, % at 6.7 µM. TR-FRET gp120-PG9 antibody binding. 0.43% of 360,000 active; in the data active means inhibition above about 8.5%
hcDAF-12 act – activators of H. contortus DAF-12 nuclear receptor. 1.4% of 370,000 active. HEK293 hcDAF-12 lit1-tk-luc reporter, luminescence; 0% DMSO, 100% Δ7-dafachronic acid. activation, % at 6.8 µM;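 active means activation above the mean of all tested compounds plus 3 SD, cut at about 5.5% in these data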;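 further: 100% = response to 3 µM Δ7-dafachronic acid high control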
hgDAF-12 ag – agonists of H. glycines DAF-12 nuclear receptor. HEK293 GAL4-hgDAF12 UAS-luciferase reporter, agonist luminescence; normalized to butyrate control. activation, % at 6.8 µM. AID 687014. 1.8% of 370,000 active;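 active means activation above a cutoff set at the mean of all screened compounds plus 3 SD, cut at about 10% in these data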;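 further: 0% = DMSO wells and 100% = sodium butyrate wells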
PLCb3 inh – blocks human PLC-beta3 enzyme activity; 0.18% of 370,000 active; Purified PLC-beta3, fluorogenic substrate, fluorescence; AID 720704; inhibition, % at 12.2 µM; Q01970; in the data active means inhibition above about 11%;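 further: 0% = median of compound wells on plate and 100% = full blocker control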
Starred values were filed as active, the others as inactive; i = inactive; . = not tested or not shown.

SMILES	SMARCA2 act	HGIII-sPLA2 inh	ssDAF-12 act	DAX1 inh-1	DAX1 inh-2	GAA850 FXN act	NR1D1 modulator	PG9 binder	hcDAF-12 act	hgDAF-12 ag	PLCb3 inh
Cn1c(NCc2ccccc2F)nc2cc(-c3ccsc3)sc2c1=O	-5	7	-0.9	.	-0.5	2.5	7	2.1	2.0	3.3	-2
CCCC1(C(=O)OC)NC(c2cc(OC)c(OC)c(OC)c2)C2C(=O)N(CC)C(=O)C21 (stereo not given)	-2	7	-1.0	-1.4	1.0	-0.1	0	-1.4	-1.2	-2.1	1
CC1=NN(c2ccccc2)C(=O)C1N=Nc1ccccc1 (stereo not given)	3	4	0.1	1.9	0.7	2.9	0	-0.9	8.0*	8.5	1
O=C(Cn1c(COc2ccccc2)nc2ccccc21)Nc1cc(Cl)ccc1Cl	-5	11	-0.1	0.8	0.1	1.0	-9	-0.3	3.0	0.5	1
O=[N+]([O-])c1ccc(C=NNC(=S)Nc2ccc(F)cc2)cc1	-3	9	-1.1	-3.5	0.5	-1.9	-12	-2.9	1.3	2.6	6
O=C(Nc1ccccc1)c1nn(-c2cccc(C(F)(F)F)c2)ccc1=O	3	-1	-1.5	-0.1	-0.9	2.0	4	2.5	-2.0	-4.8	0
CCOC(=O)[C@]12CCC=C1N(Cc1ccco1)C(=O)[C@H](CC(=O)N1CCN(C(=O)C3CC3)CC1)C2	0	2	0.0	.	1.5	.	1	1.9	0.0	0.3	-1
C[C@@H]1CN([C@@H](C)CO)S(=O)(=O)c2ccc(C#CC(C)(C)O)cc2O[C@H]1CN(C)C(=O)C1CCCCC1	-3	-5	-0.6	0.0	-1.5	-2.9	-4	-2.3	2.4	-1.0	-1
CN(Cc1ccccc1)C(NC(=O)c1ccccc1)C(Cl)(Cl)Cl (stereo not given)	-4	4	-1.0	-0.2	0.4	-4.8	-5	-1.0	0.3	-1.3	1
O=C(NCc1ccc(F)cc1)c1ccc(Cl)c(NC2=NC3CS(=O)(=O)CC3S2)c1 (stereo not given)	-2	8	-1.4	0.9	0.8	-0.2	3	-2.2	-0.7	2.4	-2
O=C(CC1OC(=O)c2ccccc21)NNC(=O)c1ccc(F)cc1 (stereo not given)	-3	13	-1.7	0.0	1.3	0.3	13	2.0	-1.0	0.6	-6
C=CCNC(=O)c1cc(-c2cccnc2)nc2ccccc12	-1	4	-1.3	-0.5	-0.4	-1.0	-3	-4.6	0.6	-0.4	-6
C=CCC1(CC=C)CCCN1C(=O)c1cc(COc2cccc(OC)c2)on1	-5	-14	-1.5	1.7	-0.6	-0.7	2	-1.3	-1.7	-1.4	-8
Cn1c(N)c(C(=O)COC(=O)Cc2ccc(F)cc2)c(=O)n(C)c1=O	2	6	-0.9	0.0	1.0	0.8	7	-2.1	0.3	0.2	-5
CC(Sc1nncn1C)C(=O)NCc1ccc2c(c1)OCO2 (stereo not given)	-1	0	-0.5	0.7	0.1	-1.5	-3	-2.4	1.0	-3.1	-2
CC(C)(C)NC(=O)c1ccccc1-c1nc2ccccc2s1	1	2	1.6*	-0.2	-0.8	0.4	-2	0.1	1.3	-0.2	-2
Cc1nnc(NC(=O)c2cccc(S(=O)(=O)N3CC(c4ccccc4)CC3=O)c2)s1 (stereo not given)	-3	13	-1.2	-0.8	-0.8	1.2	-1	-1.3	-2.9	-0.5	-7
CCCC(=O)Nc1ccc(S(=O)(=O)Nc2cc(OC)ncn2)cc1	-2	8	-1.1	-0.7	-0.3	1.4	4	-0.2	0.3	0.3	2
C/C(NCc1cccnc1)=C(\C#N)C(=O)NCc1ccccc1	-3	6	-1.2	0.2	-0.5	0.4	-2	0.8	-1.8	-1.4	1
Cc1cccc(C(=O)NC(=S)Nc2ccccc2C(F)(F)F)c1	4	13	-1.7	0.0	0.2	1.3	-1	-0.9	2.2	-0.5	6
C/C(=N/NC(=O)c1ccoc1C)c1cccs1	13*	-3	-0.2	.	7.8*	.	0	.	4.6	8.8	-81
COc1ccc(N(CC(=O)N/N=C(\C)c2ccc(C)cc2)S(=O)(=O)c2ccccc2)cc1	3	2	-1.0	1.1	0.1	2.7	-1	0.3	-1.2	1.8	0
O=C1NCCCc2c1no[n+]2[O-]	0	-1	-1.6	0.0	-0.3	1.5	-4	-2.8	-0.8	0.9	7
COc1ccc(OC)c(-n2c(=S)[nH]c3cc(C(=O)N4CCC(C(N)=O)CC4)ccc3c2=O)c1	-5	3	-1.0	0.3	-0.2	0.1	5	-0.3	-0.1	-0.3	2
Cc1ccc(C)c(OCC(O)CNC2CCCC2)c1 (stereo not given)	-3	2	-0.8	0.5	-0.6	-0.5	2	-0.1	3.2	4.2	2
O=C(Cn1cc(F)c(=O)[nH]c1=O)c1ccco1	-4	9	-0.9	1.2	-0.9	-2.4	9	-0.2	-1.2	-3.1	1
CCc1ccccc1NC(=O)C(C)n1nc([N+](=O)[O-])c(Br)c1C (stereo not given)	-4	0	-0.8	-0.9	0.1	0.1	2	-1.2	-1.2	0.7	1
Cc1nn(-c2ccccc2)cc1/C=N/NC(N)=S	-1	14	-0.3	.	-0.8	3.3	4	-0.5	1.1	1.8	-8
Cc1ccc(CNC(=O)c2ccc(S(=O)(=O)N3CCCCC3)cc2)cc1	4	0	-1.3	-0.5	2.2	-1.6	-4	-0.9	-1.0	-3.2	0
O=S(=O)(NCCC1=CCCCC1)c1c(Cl)cccc1Cl	-1	-6	-1.7	3.8	0.9	2.3	4	1.1	-0.6	-0.7	-7
CCCCn1c(N)c(N(CC)C(=O)c2ccc(Cl)c([N+](=O)[O-])c2)c(=O)[nH]c1=O	-1	4	-0.8	0.1	-0.1	0.6	-8	2.2	-1.5	0.5	-7
Cc1nc([N+](=O)[O-])c(Sc2nc3ccccc3[nH]2)n1Cc1ccccc1	3	-4	-1.5	-0.9	0.6	-8.5	-8	-2.9	0.4	0.8	4
CC(=O)Nc1ccc(NC(=O)CSc2ncnc3sc(C)c(C)c23)cc1	-1	-2	-1.1	-0.8	-0.4	-0.5	6	-0.5	-1.9	1.3	-5
Cc1cccnc1NC(=O)CNC(=O)c1cccs1	-3	5	-0.9	-0.5	0.9	-1.2	1	1.4	-0.2	0.5	-3
O=C1C2C3C=CC(C3)C2C(=O)N1CN(Cc1ccccc1)CN1C(=O)C2C3C=CC(C3)C2C1=O (stereo not given)	-2	0	-1.7	3.5	0.0	-0.8	1	0.5	-0.1	0.1	1
COc1ccc(CNC(=O)CN2C(=O)CCSc3ccc(S(=O)(=O)N4CCCC4)cc32)cc1	-2	-4	-0.7	0.9	0.1	-0.4	0	-2.9	-2.9	-1.3	-3
COC(=O)CSc1cnc2ccccc2n1	1	11	-0.9	0.3	-0.1	-0.4	4	1.1	2.6	0.8	2
Nc1[nH]c(C(=O)c2ccc(Cl)cc2)c(-c2ccc(Br)cc2)c1C(=O)NCCc1c[nH]c2ccccc12	-4	-32	1.0*	.	-0.1	.	-6	2.0	1.7	0.0	-7
O=C(CO/N=C/c1ccc(OC(F)F)cc1)NC1CCCC1	-6	7	-1.2	0.8	0.1	1.4	-5	-1.5	-1.4	-2.9	2
CC(=O)Nc1ccccc1C(=O)C(=O)Nc1ccc(C)c(F)c1	5	5	-0.7	1.2	1.9	6.6	-3	-0.9	3.6	7.4	1
Cc1ccc(NC(=O)CCCN2C(=O)c3cccc4cccc(c34)C2=O)cc1	-4	3	-1.2	0.7	0.6	-0.3	-2	-1.1	0.3	1.5	3
CCNC(=O)C1(C)CCN(C(=O)c2cccc(OC(C)=O)c2C)C1 (stereo not given)	-2	-4	-0.9	.	1.3	-0.5	-2	-0.1	1.0	-2.1	0
C=CCc1cc(C=O)cc(OCC)c1O	-1	-1	-1.9	0.0	0.0	1.1	-3	-0.5	-1.3	2.2	2
c1ccc(-c2nc(-n3nc4ccccc4n3)nc3ccccc23)cc1	-1	2	-1.5	-0.1	-0.5	-0.8	2	0.3	-1.8	3.2	-21
CC(OC(=O)c1ccccc1Oc1ccccc1)C(=O)NC1CC1 (stereo not given)	-1	-1	-1.4	-0.8	-0.3	0.2	3	-1.2	-1.1	-4.4	1
CC1=CC=CN2CC(O)CN=C12 (stereo not given)	1	-2	-1.0	1.6	0.1	-0.3	5	0.0	0.0	-1.4	-18
CC(C)CC(=O)Nc1ccc(N2CCOCC2)cc1	-2	11	-0.8	0.9	0.1	-0.4	-6	-1.9	-0.7	0.4	-1
Cc1nn(-c2ccccc2)c2sc(C(=O)NC3CCCCCC3)cc12	-4	16	-1.1	.	0.1	.	-3	.	-3.2	2.3	0
CCc1nc2ccc(C(=O)N3CCCC(C(N)=O)C3)cn2c1N(C)Cc1ccc(OC)cc1 (stereo not given)	0	-6	-0.7	.	0.6	1.0	2	0.9	0.5	-0.8	0
Cc1ccc(-c2nc(NC(=O)c3nn(C)cc3[N+](=O)[O-])sc2C)cc1	-11	-17	-2.8	-3.2	-3.3	-7.0	-2	-0.4	-5.8	-14	3
COc1ccc(-c2cc(C(=O)OCC(=O)N3CCCC3)c3ccccc3n2)cc1	-2	-11	-2.0	-0.2	0.4	-1.3	-1	1.2	-2.9	0.1	i
NC(=O)c1cc(C(=O)c2ccccc2Cl)c[nH]1	-6	12	-1.3	-0.3	0.0	2.0	1	0.1	-1.8	2.6	5
O=C(NCc1ccccn1)C(=O)Nc1nc(C23CC4CC(CC(C4)C2)C3)cs1	-5	6	-1.7	1.3	0.3	1.0	4	-2.6	3.8	-0.2	-5
COc1cc(OC)cc(C(=O)NCC(=O)OCC(=O)NCc2ccco2)c1	3	-4	-0.1	0.2	0.8	0.7	-4	-3.6	0.9	1.4	0
Cc1cccc(OC(C)C(=O)NCc2ccc(S(N)(=O)=O)cc2)c1 (stereo not given)	-3	1	-0.9	-0.4	-0.2	2.2	-1	1.2	-2.1	-0.7	4
COc1ccc(S(=O)(=O)N2CCNCC2)cc1OC	-1	5	-1.5	1.2	0.2	1.0	-6	-1.1	-0.4	3.0	1
CC(C)OCC1CO1 (stereo not given)	-6	14	-0.4	-0.2	0.9	1.1	-4	0.1	-1.3	0.0	-2
CC(C)Cc1nnc(NC(=O)c2ccc([N+](=O)[O-])cc2)s1	3	3	-1.1	-0.9	0.0	0.3	2	-3.3	-0.7	3.0	5
O=C(c1cc2ccccc2oc1=O)N(Cc1ccco1)Cc1cccs1	-1	-6	-2.3	1.1	-0.7	2.7	5	-1.0	-1.8	-0.5	1

High-throughput results: PubChem BioAssay, several laboratories
